Screening data as filed in PubChem.
TRHR PAM = qHTS for Small Molecule Agonists and Allosteric Enhancers of Human TRH Receptor: Primary Screen for Enhancers; enhancement, % at 2 µM; TRHR cells, fluo-8 calcium fluorescence, EC20 TRH enhancement; 360,000 compounds, 0.66% hits; AID 493056, 2011; Thyrotropin-releasing hormone receptor (Homo sapiens), P34981; in the data active means enhancement above about 30%; further: 0% is about no effect
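Enhancer read-out: after compound pinning and an initial kinetic agonist-mode read, an EC20 of TRH (10 nM final) was injected and fluo-8 calcium signal (Ex 480/Em 530) followed at 1 s/cycle for 100 cycles in TRHR-expressing cells.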
D2 antag = HTS Assay for Allosteric Antagonists of the Human D2 Dopamine Receptor: Primary Screen for Antagonists; D(2) dopamine receptor (Homo sapiens), P14416; HEK293 TREx D2 cells, calcium flux, dopamine EC80; inhibition, % at 10 µM; 340,000 compounds, 2% hits; in the data active means inhibition above about 30%; further: 0% is about no effect
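Antagonism is scored as inhibition of an EC80 dopamine-evoked calcium signal in a force-coupled, tetracycline-inducible HEK293 T-REx D2 line, with compound present 180 s before agonist.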
Pin1 inhibitor = qHTS Assay to Find Inhibitors of Pin1; 390,000 compounds, 0.009% hits; Potency, µM (titrated, usually from 115 µM), inactives show at the top dose activity, negative = inhibition, actives largely listed as inhibitors; Pin1 FP peptide displacement, HiFluor488, 10 min; AID 504891, 2011; active means well fitted inhibition curve with a large enough effect in the polarisation, with a control signal flat, not every such curve was filed as active; inconclusive means small, poorly fitted or top-dose-only effect, or effect the other way, or a change in a side signal; inactive means no such curve, though single readings can be large or run the other way; the % refers to the polarisation; further: potency means the concentration at half of the fitted maximal effect; on the % scale 0 is the no-effect control and ±100 the full control effect
Target sequence (Q13526 whole entry, looked up): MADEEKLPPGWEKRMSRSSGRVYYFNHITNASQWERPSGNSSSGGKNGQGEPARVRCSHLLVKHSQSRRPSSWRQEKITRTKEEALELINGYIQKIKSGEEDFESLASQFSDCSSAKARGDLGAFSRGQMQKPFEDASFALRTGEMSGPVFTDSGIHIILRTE
TRHR agonist = qHTS for Small Molecule Agonists and Allosteric Enhancers of Human TRH Receptor: Primary Screen for Agonists | Thyrotropin-releasing hormone receptor (Homo sapiens), P34981 | TRHR cells, calcium flux fluo-8, FDSS agonist mode | activation, % at 2 µM | 360,000 compounds, 0.18% hits | AID 493084, 2011; in the data active means activation above about 30%; further: 0% is about no effect
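Fluo-8-loaded TRHR cells; 10 s baseline, compound added, kinetic Ca2+ fluorescence read 1/s, agonist mode.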
TrxR1 substrate = qHTS Assay for Substrates of Mammalian Selenoprotein Thioredoxin Reductase 1 (TrxR1): qHTS; purified TrxR1 substrate turnover, NADPH consumption readout; Thioredoxin reductase 1, cytoplasmic (Rattus norvegicus), O89049; 390,000 compounds, 0.01% hits; AID 588456, 2011; Potency, µM (titrated, usually from 114 µM), for the others: at the highest dose activity change, negative = substrate turnover; further: potency means the concentration at half of the fitted maximal effect; on the % scale 0 is the no-effect control and ±100 the full control effect; nearly all actives have a fitted effect of over 50% in size
Target sequence (O89049 whole entry, looked up): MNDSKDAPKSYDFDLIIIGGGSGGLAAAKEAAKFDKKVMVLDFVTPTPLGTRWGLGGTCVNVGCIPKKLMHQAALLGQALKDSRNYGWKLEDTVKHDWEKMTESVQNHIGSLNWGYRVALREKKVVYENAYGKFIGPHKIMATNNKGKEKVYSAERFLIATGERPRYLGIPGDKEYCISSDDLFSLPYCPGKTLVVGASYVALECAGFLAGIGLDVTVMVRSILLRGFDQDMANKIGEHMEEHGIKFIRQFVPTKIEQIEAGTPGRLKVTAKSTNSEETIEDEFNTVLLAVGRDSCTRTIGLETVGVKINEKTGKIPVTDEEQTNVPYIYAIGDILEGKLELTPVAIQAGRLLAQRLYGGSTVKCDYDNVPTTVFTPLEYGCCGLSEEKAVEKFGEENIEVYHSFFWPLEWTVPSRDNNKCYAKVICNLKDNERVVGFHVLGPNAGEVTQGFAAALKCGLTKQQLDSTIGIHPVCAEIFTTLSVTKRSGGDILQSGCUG
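Rat TrxR1, dispensed at 90 nM, was prereduced with 400 uM NADPH (final) for 5 min at ~22 deg C, then incubated with compound 15 min before 400 uM selenite. A first-read NADPH fluorescence drop versus no-compound background flagged substrates.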
D2 ag = HTS Assay for Allosteric Agonists of the Human D2 Dopamine Receptor: Primary Screen for Agonists. activation, % at 2 µM. 340,000 compounds, 0.53% hits. D(2) dopamine receptor (Homo sapiens), P14416. AID 485358, 2010. HEK293 T-REx D2 cells, calcium flux agonist mode;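 active means activation over 3 SD above normal in the single-dose calcium agonist read, cut at about 30% in these data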; further: 0% is about no effect
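Tetracycline-induced HEK293 Trex cells with D2 receptor force-coupled to calcium signaling, plated overnight at 30 C and loaded with no-wash calcium dye. Calcium flux read kinetically for 180 s after compound addition; responses flag agonists.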
USP1 inh = Inhibitors of USP1/UAF1: Primary Screen; recombinant USP1/UAF1, Ub-Rhodamine cleavage fluorescence; Potency, µM (series often up to 57.1 µM), without a hit: top-dose activity change, negative = inhibition, hits mostly inhibitors; 390,000 compounds, 0.23% hits; further: potency means the concentration at half of the fitted maximal effect; on the % scale 0 is the no-effect control and ±100 the full control effect; nearly all actives have a fitted effect of over 60% in size; inactives centre near -12
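1 nM enzyme complex + cpd, 15 min RT; start with Ub-Rho 150nM final; kinetic fluorescence ex 480/em 540, 6 reads q60 s. Buffer 50mM HEPES pH 7.8, 0.5mM EDTA, 0.1 mg/ml BSA, 1mM TCEP, 0.01% Tween-20.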
mIDH1 inhibitor = qHTS for Inhibitors of mutant isocitrate dehydrogenase 1 (IDH1): qHTS | Isocitrate dehydrogenase [NADP] cytoplasmic (Homo sapiens), O75874 | IDH1-R132H enzyme, NADPH consumption, diaphorase/resazurin fluorescence | Potency, µM (titrated, usually from 76.6 µM), inactives show at the top dose activity change, negative = inhibition, hits mostly inhibitors | 390,000 compounds, 0.093% hits | AID 602179, 2012; further: potency means the concentration at half of the fitted maximal effect; on the % scale 0 is the no-effect control and ±100 the full control effect; nearly all actives have a fitted effect of over 65% in size
Target sequence (O75874 whole entry R132H, stated change not applied): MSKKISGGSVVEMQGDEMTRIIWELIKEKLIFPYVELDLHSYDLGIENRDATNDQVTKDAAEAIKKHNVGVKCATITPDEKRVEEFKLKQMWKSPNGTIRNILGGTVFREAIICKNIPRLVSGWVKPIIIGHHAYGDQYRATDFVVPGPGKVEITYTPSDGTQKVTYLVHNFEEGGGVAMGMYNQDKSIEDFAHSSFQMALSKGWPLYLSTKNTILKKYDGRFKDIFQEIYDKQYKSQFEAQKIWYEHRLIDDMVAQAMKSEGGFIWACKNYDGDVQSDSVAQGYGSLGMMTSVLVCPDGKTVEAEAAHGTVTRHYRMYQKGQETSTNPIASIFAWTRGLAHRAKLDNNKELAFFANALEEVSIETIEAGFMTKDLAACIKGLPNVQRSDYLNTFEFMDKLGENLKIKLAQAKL
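IDH1-R132H (0.5 ug/mL) preincubated 30 min with compound, then NADPH (0.016 mM) and alpha-KG (2 mM) added; 80 min at RT, pH 7.5. Remaining NADPH coupled via diaphorase/resazurin to fluorescence (540/590 nm); concentration-response curves normalized to no-enzyme control.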
TrxR1 inh = qHTS Assay for Inhibitors of Mammalian Selenoprotein Thioredoxin Reductase 1 (TrxR1): qHTS | Thioredoxin reductase 1, cytoplasmic (Rattus norvegicus), O89049 | recombinant rTrxR1, NADPH fluorescence consumption, selenite substrate | Potency, µM (highest dose often 114 µM), inactives show at the highest dose activity change, negative = inhibition, usual class: inhibitors | 390,000 compounds, 1% hits | AID 588453, 2011; further: potency means the concentration at half of the fitted maximal effect; on the % scale 0 is the no-effect control and ±100 the full control effect; nearly all actives have a fitted effect of over 65% in size
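Rat TrxR1 (90 nM in the dispensed reagent) was pre-reduced with 400 uM NADPH for 5 min at room temperature, then incubated with compound for 15 min. After 400 uM selenite was added, NADPH fluorescence (Ex 340/Em 450 nm) was followed for 8 min.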
Active calls of the source: *; ? = inconclusive; . = not tested or not shown; [ ] = remark or other dose. Unless noted, the call rests on the fitted dose curve; in most records, active means well fitted inhibition curve with a large enough effect; inconclusive means small, poorly fitted or top-dose-only effect; inactive means no such curve, though single readings can be large or run the other way.

SMILES | TRHR PAM | D2 antag | Pin1 inhibitor | TRHR agonist | TrxR1 substrate | D2 ag | USP1 inh | mIDH1 inhibitor | TrxR1 inh
Cc1ccc(N2C(=O)c3ccccc3C(C)(C)C2=O)cc1 | 1 | -22 | -4% | -0.1 | -5%[57.1 µM] | -1.2 | -11% | 4% | 7%[57.1 µM]
CCOC(=O)C1C(=O)OC2(CCCC2)C1C(=O)OCC (centres undefined) | -1 | 0 | 0% | -0.2 | 10% | 0.8 | -15% | 0% | 10%
CCc1ccc(NC(=O)CN(C(=O)N2CCN(CC)CC2)S(=O)(=O)c2ccc(C)cc2)cc1 | -5 | -9 | 4% | 0.1 | -9% | -0.1 | -5% | -5% | -16%
O=C(CSc1nc(-c2ccccc2)c(-c2ccccc2)o1)NCCCO | 11 | . | 0% | -0.7 | 6% | . | -4% | -7% | 7%
COc1cccc(CC(NC(C)=O)C(=O)NC2CCN(c3c(Cc4ccccc4)c(C)nc4ncnn34)CC2)c1OC (centres undefined) | 6 | -6 | -10% | -1.2 | 4%[57.1 µM] | 0.1 | -5% | 0% | 4%[57.1 µM]
Cn1cccc1C(=O)OCc1csc(-c2ccccc2)n1 | 2 | -3 | 7% | -0.5 | -4%[57.1 µM] | 0.0 | -4% | 4% | 13%[57.1 µM]
C#CCOCCOCCOCCNc1nc(N2CCN(C(=O)[C@H]([C@@H](C)CC)n3cc([C@@H](N)CC(C)C)nn3)CC2)nc(N2CCN(C(=O)[C@H](CCCCN)n3cc([C@@H](N)CC(C)C)nn3)CC2)n1 | 38* | -4 | -4% | -0.1 | -3% | 0.2 | -10% | -1%[38.3 µM] | -18%
CC(=O)C1=C(C)Nc2ncnn2C1c1ccc(Cl)cc1Cl (centres undefined) | 16 | -3 | 7% | 0.2 | -8% | 1.0 | -13% | 9% | -7%
COc1ccc(S(=O)(=O)N(CC(=O)N2CCN(c3ccccc3OC)CC2)c2ccccc2)cc1 | 0 | 9 | 27% | -0.4 | -3% | 0.5 | -20% | 7% | -6%
CCOc1cccc(CC(=O)NCc2ccc3c(c2)CCN3C(=O)c2ccc(F)cc2)c1OCC | 8 | . | -4% | -1.1 | -7%[57.1 µM] | 0.5 | -16% | 24% | 4%[57.1 µM]
Cc1nn(-c2ccccc2[N+](=O)[O-])c(=O)c2ccccc12 | -2 | 16 | -9% | 0.5 | -4% | 1.4 | -14% | -8% | 1%
CCOC(=O)c1nnc(-c2ccc(C)cc2)nc1Sc1cccc(Cl)c1 | 4 | . | 0% | -0.1 | -6% | . | -16% | 1% | -2%
Cc1cc(C(=O)N/N=C/c2c(C)n(C)c3ccccc23)n[nH]1 | -2 | -4 | 5% | -0.1 | 0%[57.1 µM] | 0.7 | -15% | 3% | 0%[57.1 µM]
CCCC(c1nnnn1C(C)(C)CC)N1CCN(C2CCCC2)CC1 (centres undefined) | -4 | 5 | -4% | 0.6 | -11% | 0.3 | 0% | 0% | 13%[57.1 µM]
CCC(=O)N1CCc2cc(S(=O)(=O)NC(Cc3ccccc3)C(=O)NCc3ccc(F)cc3)ccc21 (centres undefined) | 6 | . | 0% | -0.9 | 5% | -0.5 | -17% | -7% | 19%
COc1ccc(S(=O)(=O)N2CCC(C(=O)N(CC(C)C)C3CCS(=O)(=O)C3)CC2)cc1OC (centres undefined) | 3 | -16 | 8% | -0.3 | 1%[57.1 µM] | -0.3 | -9% | 0% | 10%[57.1 µM]
C=CCn1c(=O)c2ccccc2n2c(SCc3nnc(-c4ccccc4Br)o3)nnc12 | 1 | -2 | -1% | -0.1 | 7% | -0.2 | -2% | 0% | 9%
O=C(CCCCCn1c(=O)[nH]c2ccccc2c1=O)N1CCN(c2cccc(C(F)(F)F)c2)CC1 | 7 | . | ? | -0.2 | -5%[57.1 µM] | 0.5 | 1% | -3% | 4%[57.1 µM]
C/C(=N\NC(=S)NC(C)C)c1ccc(-n2ccnc2)cc1 | 7 | -2 | 2% | 0.1 | 12%[57.1 µM] | -0.1 | -23% | 2% | 12%[57.1 µM]
CC(=O)Nc1ccc(Nc2ccc3c4c(cc(=O)n3C)-c3ccccc3C(=O)c24)cc1 | 3 | 3 | ? | -0.6 | -2% | -0.3 | -7% | -3% | 12%[57.1 µM]
CC1CCCN(C2(O)C(=O)Nc3ccc(Br)cc32)C1 (centres undefined) | 6 | 1 | 5% | 0.8 | -4% | 0.3 | -11% | -4% | 14%
COc1ccc(CNC(=S)Nc2cc(OC)ccc2OC)cc1 | -2 | . | -9% | -0.6 | -11% | . | -19% | 6% | -23%
CCCc1sc(N)nc1-c1ccc(Cl)cc1 | 5 | 21 | 4% | -0.4 | -6% | 0.3 | -22% | 1% | -4%
COc1ccc(C(=O)Nc2cccc(/C(C)=N\NC(=O)c3ccoc3C)c2)cc1OC | 7 | -5 | -1% | 0.1 | -9% | -1.8 | -13% | -7% | ?
CC1(OC(=O)C2CCCC2)C(=O)C=C2C=C(c3ccsc3)N(CCc3ccccn3)C=C2C1=O (centres undefined) | -5 | 19 | ? | 0.1 | -7%[57.1 µM] | 0.2 | -27% | 8% | -12%[57.1 µM]

2 entries from above, set out differently:
SMILES: COc1ccc(S(=O)(=O)N(CC(=O)N2CCN(c3ccccc3OC)CC2)c2ccccc2)cc1
  TRHR PAM: 0; D2 antag: 9; Pin1 inhibitor: 27%; TRHR agonist: -0.4; TrxR1 substrate: -3%; D2 ag: 0.5; USP1 inh: -20%; mIDH1 inhibitor: 7%; TrxR1 inh: -6%

SMILES: C/C(=N\NC(=S)NC(C)C)c1ccc(-n2ccnc2)cc1
  TRHR PAM: 7; D2 antag: -2; Pin1 inhibitor: 2%; TRHR agonist: 0.1; TrxR1 substrate: 12%[57.1 µM]; D2 ag: -0.1; USP1 inh: -23%; mIDH1 inhibitor: 2%; TrxR1 inh: 12%[57.1 µM]

The list continues:
SMILES | TRHR PAM | D2 antag | Pin1 inhibitor | TRHR agonist | TrxR1 substrate | D2 ag | USP1 inh | mIDH1 inhibitor | TrxR1 inh
COc1cc(S(=O)(=O)N2CCCCC2)ccc1NC(=O)c1ccc(F)cc1 | 6 | -30 | 8% | -0.8 | 8% | 0.3 | -18% | -1% | -3%
COc1ccc(/C=C(/CC(=O)Nc2ccc(C)cc2)c2nc3ccccc3s2)cc1 | -4 | 11 | 1% | 0.5 | 7%[57.1 µM] | 0.5 | -16% | 3% | -1%[57.1 µM]
CCc1cccc(C)c1NC(=O)COC(=O)C1CCN(S(=O)(=O)c2ccccc2)CC1 | 9 | -12 | -5% | -0.7 | -10% | -0.5 | -15% | 4% | 1%
CC1CCCCN1C(=O)c1c([N+](=O)[O-])cnn1C (centres undefined) | -2 | 9 | 0% | 0.6 | -1% | -0.5 | -20% | -11% | 15%
Cc1ccc(OCc2cc(=O)n3cc(C)sc3n2)c(C)c1 | 8 | . | 2% | -1.0 | 4% | -1.1 | -6% | 4% | 7%
COc1ccc(C2CC(c3cccs3)=NN2C(=S)Nc2ccccc2)cc1OC (centres undefined) | -7 | 3 | 15% | 0.9 | -3% | 1.8 | -9% | -2% | 0%
O=C(CNC(=O)N1CC(=O)Nc2ccccc21)Nc1cccc(F)c1 | 1 | -16 | 1% | 0.1 | 2% | 0.8 | -25% | 0% | 12%
CCOc1ccc(CNC(c2ccccc2)c2ccccc2)cc1 | -10 | 13 | -3% | 0.1 | 5% | 0.5 | -18% | 4% | ?
CCCS(=O)(=O)Nc1ccc2cn[nH]c2c1 | -8 | 11 | -2% | -0.3 | -1% | 0.9 | -20% | -10% | 8%
CCC(C)n1c(SCC(=O)NC2CCS(=O)(=O)C2)nc2ccccc2c1=O (centres undefined) | 1 | 3 | 0% | 0.0 | 5% | 0.1 | -12% | 3% | 12%
Cc1ccccc1NC(=O)CCC(=O)N/N=C/c1c[nH]c2ccccc12 | 0 | 7 | 2% | 0.3 | -22%[57.1 µM] | 0.5 | -4% | 12% | 14%[57.1 µM]
NS(=O)(=O)c1ccc(NC(=O)c2cc(=O)c3ccccc3o2)cc1 | 5 | -5 | -1% | 0.7 | -1% | 0.3 | -22% | -3% | 7%
CCN1CCN(C(=O)CN(c2cccc(Br)c2)S(=O)(=O)c2ccccc2)CC1 | 2 | -9 | ? | 0.0 | -10% | 0.2 | -1% | 0% | ?
N/C(=N\NS(=O)(=O)c1ccccc1C(F)(F)F)c1ccccn1 | -5 | 19 | -5% | 0.1 | 2% | 0.6 | -24% | -9% | 22%
Cc1noc(NS(=O)(=O)c2ccc(NC(=O)COc3ccccc3)cc2)c1C | -1 | -8 | -8% | 0.2 | -9% | 0.4 | -7% | 8% | 8%

A portion of the library; count on the stated rates, not on these rows.
